# Screening results (PubChem)
# RNase H inhibition: RNase H inhibition, HIV 1 Gag Pol polyprotein, FRET biochemical assay, screening (AID 372). 0.77% of 100,000 active. HIV-1 RT RNase H, FRET RNA/DNA substrate fluorescence; higher % means a stronger effect. one-dose inhibition, % at 10 µM; IC50 in µM for titrated hits; in the data active = inhibition above about 50%
# * marks the source's active call; other numbers are inactive results. A portion of the library; rates above refer to the full screens.
entry	Structure	RNase H inhibition
1	O=C1NC(=Nc2cccc(O)c2)S/C1=C\c1ccc(F)cc1	6%
2	CCSc1nnc(-c2ccc(Cl)cc2)c2ccccc12	15%
3	Cc1ccc(-n2c(C)cc(/C=N/NC(=O)CN3CCOCC3)c2C)c(C)c1	0%
4	COc1ccc(/C=c2\sc3n(c2=O)C(N)=C(C#N)C(c2ccc(OC)c(OC)c2)C=3C#N)cc1OC (stereo not drawn)	8%
5	CC1=C(C(=O)Nc2ccccc2)C(c2ccc(O)c(O)c2)NC(=S)N1 (stereo not drawn)	17%
6	CCc1ncc(C(O)c2ccccc2OC)n1C (stereo not drawn)	5%
7	O=C(Nc1ccccc1)NC1CCCC1	0%
8	CCOC(=O)C1=C(C)N=c2s/c(=C\c3ccc(OCc4ccc([N+](=O)[O-])cc4)c(OCC)c3)c(=O)n2C1c1ccccc1 (stereo not drawn)	0%
9	CCOc1c(Br)cc(/C=C(\C#N)c2nn(CCO)c(N)c2C#N)cc1OC	5%
10	CCOC(=O)C1=C(C)N=c2s/c(=C\c3ccc(OCc4ccc([N+](=O)[O-])cc4)cc3)c(=O)n2C1c1ccccc1Cl (stereo not drawn)	24%
11	CC(=O)NS(=O)(=O)c1ccc(NS(=O)(=O)c2ccc(C)cc2)cc1	2%
12	CC1(C)CC(=O)C2=C(C1)Nc1cc(C(=O)c3ccccc3)ccc1NC2c1cccc([N+](=O)[O-])c1 (stereo not drawn)	8%
13	COc1cc(N2C(=O)NC(=O)/C(=C\c3cc(OC)c(O)c([N+](=O)[O-])c3)C2=O)c(OC)cc1Cl	9%
14	Fc1c(F)c(C(F)(F)F)c(F)c(F)c1Oc1cccc2cccnc12	1%
15	CCOC(=O)C1=C(C)NC2=C(C(=O)CC(c3ccccc3)C2)C1c1ccc(O)c(OCC)c1 (stereo not drawn)	12%
16	CCOC(=O)C1=C(C)N=c2s/c(=C\c3ccc(Br)o3)c(=O)n2C1c1cc(OC)ccc1OC (stereo not drawn)	8%
17	Clc1ccc(CSc2nsc(SCc3ccc(Cl)cc3)n2)cc1	7%
18	C=CCn1c(-c2cc(Cl)ccc2OC)n[nH]c1=S	19%
19	Cc1ccc(-c2n[nH]c(=S)n2/N=C/c2ccc(C(=O)O)cc2)cc1	12%
20	Cc1ccc(C2=C(C#N)C(N)=C(C#N)C3=CCCC32)c(C)c1 (stereo not drawn)	2%
21	CC(=O)Nc1nonc1-c1ccccc1	7%
22	Cc1ccc(N=Cc2ccc(OCc3ccccc3)cc2)c(O)c1	9%
23	O=C1N=C(N2CCN(c3cccc4ccccc34)CC2)S/C1=C/c1ccc(O)cc1	24%
24	O=C1c2ccccc2-c2c(NC3CCCCC3)c(=O)[nH]c3cccc1c23	0%
25	COc1ccc2oc(C(F)F)cc(=O)c2c1	5%
26	CCCn1c(=O)c(C(=O)NCCc2ccccc2)c(O)c2ccccc21	20%
27	COc1cccc(/C=N/NC(=O)C(=O)N2CCCC2)c1	10%
28	CCOc1ccc(N/C=C\C(=O)c2ccc(F)cc2)cc1	19%
29	COc1ccc(C(=O)CSc2nc(C)cc(=O)[nH]2)cc1C	19%
30	CSc1ccc(S(=O)(=O)N(CC(=O)Nc2cccc(C(C)=O)c2)c2ccc(C)cc2)cc1	7%
31	COc1ccc(C2CC(C(F)(F)F)n3nc(C(=O)NCCCN4CCOCC4)c(Cl)c3N2)cc1OC (stereo not drawn)	3%
32	CCC(C)c1ccc(OCCOc2ccc(C=C3C(=O)NC(=S)NC3=O)cc2OC)cc1 (stereo not drawn)	13%
33	CCOc1cc(C2C(C(=O)OC)=C(C)NC3=C2C(=O)CC(C)(C)C3)cc(Br)c1O (stereo not drawn)	7%
34	Cc1cc(N2CCN(C(=O)c3ccccc3F)CC2)c(F)cc1[N+](=O)[O-]	0%
35	CC1(C)Cc2c(sc3ncn4nc(CO/N=C/c5ccccc5Cl)nc4c23)C(C)(C)N1	12%
36	CCc1ccc(-c2nn(-c3cc(N4CCN(C)CC4)ccc3[N+](=O)[O-])c(=O)c3ccccc23)cc1	25%
37	CC(C)(C)C(=O)NCC12C=CC(O1)C1C(=O)N(c3ccccc3)C(=O)C12 (stereo not drawn)	2%
38	COc1ccc(/C=C(/NC(=O)c2ccccc2)C(=O)N/N=C/c2cccc(OC)c2O)cc1OC	16%
39	COc1ccc(-c2cc(C(=O)Nc3c(C)cccc3C)c3ccccc3n2)c(OC)c1	10%
40	C(=NC1=NN(c2ccccc2)CC1)c1ccccc1	15%
41	Cc1cccc(NC(=O)/C(C#N)=C/c2cn(CC(=O)Nc3ccccc3)c3ccccc23)c1C	5%
42	O=S(=O)(c1ccc(Cl)cc1)N1CCN(c2ccccn2)CC1	4%
43	COC(=O)c1c(NC(=O)CC2Sc3ccccc3NC2=O)sc(C)c1C (stereo not drawn)	7%
44	CSc1ccc(S(=O)(=O)N(CC(=O)NCc2ccc(C)cc2)c2ccc(C)cc2)cc1	9%
45	O=C1c2ccc3c4c(ccc(c24)C(=O)N1/N=C/c1ccccc1)CC3	6%
46	COc1ccc(NC(=O)Cn2nc(C)c([N+](=O)[O-])c2C)cc1OC	5%
47	CC1CC(N(Nc2ccccc2)c2ccccc2)N(c2ccccc2)N1c1ccccc1 (stereo not drawn)	22%
48	Cn1c(O)c(/C=C2/C=CC=N2)c(=O)n(-c2ccccc2)c1=S	19%
49	Cc1cccc(NCC(=O)N/N=C\c2c(Br)cc(Br)c(O)c2Br)c1	62µM*
50	COc1ccc(CCNC(=O)C(=O)Nc2ccccc2F)cc1	2%
51	O=C(Oc1ccc(Cl)cc1)c1ccc(Cl)cc1	11%
52	OC(CN1CCCC1)Cn1c2ccc(Br)cc2c2cc(Br)ccc21 (stereo not drawn)	16%
53	CCCNC(=O)c1nn2c(C(F)(F)F)cc(-c3ccccc3)nc2c1Br	1%
54	CC(=O)c1ccc(NC(=S)NC(=O)c2ccccc2)cc1	0%
55	CC(Oc1cccc(Cl)c1)C(=O)N1CCN(Cc2ccccc2)CC1 (stereo not drawn)	33%
56	O=S(=O)(NCc1ccc(F)cc1)c1ccccc1	8%
57	CCC1CCCCN1Cc1c(O)ccc2c(=O)c(-c3ccc(Cl)cc3)coc12 (stereo not drawn)	0%
58	COc1ccc(/C(N)=N/OC(=O)c2cccc(C)c2)cc1	9%
59	O=C(Nc1ccccc1[N+](=O)[O-])C1C(c2ccccc2)C1(Cl)Cl (stereo not drawn)	16%
60	CCSCCOC(=O)C1=C(C)NC2=C(C(=O)CC(c3ccccc3)C2)C1c1ccc(OC(C)=O)c(OC)c1 (stereo not drawn)	17%

# Brought forward from above: two entries; new compounds follow.
entry	Structure	RNase H inhibition
59	O=C(Nc1ccccc1[N+](=O)[O-])C1C(c2ccccc2)C1(Cl)Cl (stereo not drawn)	16%
60	CCSCCOC(=O)C1=C(C)NC2=C(C(=O)CC(c3ccccc3)C2)C1c1ccc(OC(C)=O)c(OC)c1 (stereo not drawn)	17%
61	CCOc1ccc(C2C(C(=O)/C=C/c3ccccc3)=C(O)C(=O)N2CCCCCC(=O)O)cc1 (stereo not drawn)	0%
62	CC(=O)Nc1ccc(S(=O)(=O)NC(=O)CC(C)C)cc1	10%
63	Cc1ccc(NC(=O)CCC(=O)N2CC(=O)NC(=O)C2)cc1	0%
64	Cc1ccc(S(=O)(=O)NNC(=O)COc2ccc(Br)cc2)cc1	4%
65	CCCn1c(=O)c(C(=O)Nc2cc(Cl)ccc2OC)c(O)c2ccccc21	0%
66	O=C(CCCOc1ccc(Cl)cc1Cl)NC1CCCC1	15%
67	CCOC(=O)CN(CP(=O)(OCC)OCC)CP(=O)(OCC)OCC	1%
68	CCOc1cc(/C=C2/SC(=S)N(C)C2=O)ccc1OCCOc1ccc(C)c(C)c1	2%
69	CCOC(=O)N1CCN(C(=O)COc2ccc3ccccc3c2)CC1	0%
70	CCOC(=O)C1=C(C)NC2=C(C(=O)CCC2)C1c1ccccc1Cl (stereo not drawn)	10%
71	N#CCSc1nc2c(c(=O)n1C1CCCCC1)C1(CCCCC1)Cc1ccccc1-2	0%
72	COc1ccc(Oc2coc3cc(OS(C)(=O)=O)ccc3c2=O)cc1	0%
73	CC(=O)N(C1=C(N2CCOCC2)C(=O)c2ccccc2C1=O)c1ccc(C(=O)O)cc1	6%
74	CCc1ccc(OCC(=O)Nc2cccc(Cl)c2Cl)cc1	18%
75	Cn1ccnc1SC/C=C/CSc1nccn1C	9%

# 7 structures out of the list, arranged by SMILES length, descending.
entry	Structure	RNase H inhibition
60	CCSCCOC(=O)C1=C(C)NC2=C(C(=O)CC(c3ccccc3)C2)C1c1ccc(OC(C)=O)c(OC)c1 (stereo not drawn)	17%
24	O=C1c2ccccc2-c2c(NC3CCCCC3)c(=O)[nH]c3cccc1c23	0%
53	CCCNC(=O)c1nn2c(C(F)(F)F)cc(-c3ccccc3)nc2c1Br	1%
67	CCOC(=O)CN(CP(=O)(OCC)OCC)CP(=O)(OCC)OCC	1%
50	COc1ccc(CCNC(=O)C(=O)Nc2ccccc2F)cc1	2%
25	COc1ccc2oc(C(F)F)cc(=O)c2c1	5%
75	Cn1ccnc1SC/C=C/CSc1nccn1C	9%

# Next part
entry	Structure	RNase H inhibition
76	Cc1cccc(C(=O)Nc2ccc(NC(=O)c3ccccc3)c(C)c2)c1	0%
77	CCOc1cc(C(=O)NC(=S)Nc2cccc(OC)c2)cc(OCC)c1OCC	20%
78	COc1ccc(/C(C)=N\OCc2nc3c4c5c(sc4ncn3n2)CCCC5)cc1OC	22%
79	O=C(CCc1ccccc1)Nc1ccccc1Cl	7%
80	O=[N+]([O-])c1ccc(CN2CCN(c3ccccc3F)CC2)o1	0%
81	Cc1ccccc1C1Nc2ccccc2NC2=C1C(=O)CC(c1ccccc1)C2 (stereo not drawn)	11%
82	COc1cc(C(=O)Nc2ccc(NC(C)=O)cc2)cc(OC)c1OC	10%
83	Cc1ccc(-c2cc(C(=O)Nc3ccc(Cl)cc3)c3ccccc3n2)cc1C	9%
84	Cc1cc(C(=O)Nc2ccc(N(C)C)cc2)c(C)o1	14%
85	CC1CCCC(C)N1CC(O)COc1ccc(N=Cc2ccccc2)cc1 (stereo not drawn)	0%
86	COc1ccccc1NC(=O)C1CC(C)=C(C)CC1C(=O)O (stereo not drawn)	17%
87	COCc1cc(CN2CCCCC2)c(O)c2ncccc12	0%
88	CC(C)(C)c1ccc(C(=O)NNC(=O)c2ccc(C(C)(C)C)cc2)cc1	44%
89	CN(C)c1ccc(NC(=O)C2C3C=CC(C3)C2C(=O)O)cc1 (stereo not drawn)	2%
90	Cc1ccc(NC(=O)c2ccc(C#N)cc2)cc1	9%
91	Cc1ccc(/C(O)=C2/C(=O)C(=O)N(CCCCCC(=O)O)C2c2cccc([N+](=O)[O-])c2)cc1 (stereo not drawn)	0%
92	CC(C)CN1C(=O)c2ccc(C(=O)Nc3ccc(Br)cc3C(=O)O)cc2C1=O	14%
93	O=c1[nH]c(/C=C/c2ccccc2)nc2ccccc12	7%
94	CCOc1cc(/C=C2/C(=O)NN(c3ccc(Br)cc3)C2=O)cc(Cl)c1OCC	14%
95	Cc1nc2sc3c(c2c(=O)[nH]1)CCCC3	0%
96	O=C(Nc1ccc(-c2nc3cc(Cl)ccc3o2)cc1)c1ccccc1Cl	8%
97	COc1ccc(CN2CCN(c3cccc(C)c3C)CC2)cc1OC	8%
98	COc1cc(C(=O)NC(=S)Nc2cccc(-c3nc4ccccc4o3)c2)cc(OC)c1OC	11%
99	COc1cc(SC)ccc1C(=O)NCC1CCCO1 (stereo not drawn)	12%
100	O=C(CCC(=O)N/N=C/c1ccccc1O)N/N=C\c1ccccc1O	18%
101	Cc1cc(C)n(C(=O)c2ccc(F)c(F)c2)n1	9%
102	Clc1ccc(Sc2ccc(/C=N/n3cnnc3)o2)cc1	5%
103	CCCc1nnc(NC(=S)Nc2ccccc2)s1	0%
104	CCOC(=O)c1ccc(NC(=S)NC(=O)c2ccc(-c3ccc(Cl)cc3)o2)cc1	13%
105	CC(C)(C)c1cc(Cn2cc3cc([N+](=O)[O-])ccc3n2)cc(C(C)(C)C)c1O	5%

# Structures shown so far containing a tert-butyl group, in the order listed:
entry	Structure	RNase H inhibition
37	CC(C)(C)C(=O)NCC12C=CC(O1)C1C(=O)N(c3ccccc3)C(=O)C12 (stereo not drawn)	2%
88	CC(C)(C)c1ccc(C(=O)NNC(=O)c2ccc(C(C)(C)C)cc2)cc1	44%
105	CC(C)(C)c1cc(Cn2cc3cc([N+](=O)[O-])ccc3n2)cc(C(C)(C)C)c1O	5%

# The results go on:
entry	Structure	RNase H inhibition
106	COC(=O)/C(=C/c1c[nH]c2ccccc12)N=Cc1ccccc1	4%
107	COc1cc(CN2CC(C)CC(C)C2)cc(I)c1O (stereo not drawn)	9%
108	O=C(Nc1ccccc1I)c1cc(-c2ccccc2)nc2ccccc12	0%
109	CN(C)CCN1C(=O)C(=O)/C(=C(/O)c2ccccc2)C1c1ccc([N+](=O)[O-])cc1 (stereo not drawn)	4%
110	CCN(CC)CCSc1nc(O)c(Cc2ccccc2)c(=O)[nH]1	3%
111	O=C(c1cccc(Cl)c1)N1CCN(c2ccc(F)cc2)CC1	18%
112	Cc1ccc2c(c1)NC(c1ccc([N+](=O)[O-])cc1)C1=C(CC(C)(C)CC1=O)N2 (stereo not drawn)	2%
113	Cc1cccc(C(C)C)c1NC(=O)CCCOc1ccc(Cl)cc1Cl	8%
114	O=[N+]([O-])C1=C(Nc2ccccc2)CS(=O)(=O)C1	4%
115	COC(=O)c1ccc(C(=O)Nc2cc(Cl)ccc2Cl)cc1NC(=O)c1c(C)c(C)c(C)c(C)c1C	0%
116	COc1ccc(C(=O)COc2ccc3c(c2)oc(=O)c2cc(OC)ccc23)cc1	44%
117	Cc1ccc(N2C(=O)NC(=O)/C(=C\c3ccc(N(C)C)o3)C2=O)cc1	14%
118	C=CCNC(=O)COc1ccccc1C	0%
119	CSc1ccc(C=Nc2ccc(OC(F)(F)F)cc2)cc1	15%
120	COc1ccccc1C1C(C#N)=C(N)OC2=C1C(=O)CC(c1ccccc1)C2 (stereo not drawn)	46%
121	CCc1ccc(NC2=C(Cl)C(=O)N(c3cccc(C)c3C)C2=O)cc1	10%
122	O=c1oc(-c2ccccc2)nc2cc3ccccc3cc12	4%
123	CCOC(=O)c1c(NC(=O)C2COc3ccccc3O2)sc2c1CCC(C)C2 (stereo not drawn)	8%
124	Cc1cc(C)c(O)c(N=Cc2cc(Br)ccc2O)c1	16%
125	COc1ccc(COC(=O)C2=C(C)NC(=O)NC2c2ccc3c(c2)OCO3)cc1 (stereo not drawn)	35%
